Screens deposited in PubChem BioAssay by several laboratories.
HTR5A inv ag – inverse agonist of human HTR5A in OPRM1-OPRD1 counter-screen. inhibition, % at 9.3 µM. 340,000 compounds, 0.083% hits. HTR5A cell line, luminescence, inverse agonism. P47898; in the data active = inhibition mostly above about 23%, no sharp cut-off; inactive = mostly below about 18%;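 note: 0% = cells with DMSO and 100% = no-cell wells with DMSO; some compounds called inactive have numbers as strong as hits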
Ecoli viability – reduces bacterial viability in AddAB counter-screen | inhibition, % at 11.9 µM | E. coli V3065 growth, OD600 absorbance, 18 h | 330,000 compounds, 0.27% hits | AID 449728;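 active = inhibition above the campaign's mean inhibition across all tested compounds plus 3 SD, cut at about 9.9% in these data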;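 note: uninfected addAB+ strain grown without phage in ampicillin broth; 0% = DMSO wells and 100% = ciprofloxacin 0.95 µg/ml wells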
phage Ecoli inh – E. coli growth loss with phage present | growth absorbance | AID 651602 | inhibition, % at 11.9 µM | 360,000 compounds, 0.26% hits; in the data active = inhibition above about 11%
OPRM1-OPRD1 inv – mu-delta opioid heterodimer inverse agonism; P35372+P41143; cell-based MOR-DOR heterodimer luminescence; inhibition, % at 9.3 µM; 340,000 compounds, 0.21% hits; AID 504357; in the data active = inhibition above about 22%, passing the limit was not always enough;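 note: 0% = cells with DMSO and 100% = wells without cells with DMSO; values of inactives mirror those of a sister screen read the other way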
Target sequence (P35372 whole entry, looked up): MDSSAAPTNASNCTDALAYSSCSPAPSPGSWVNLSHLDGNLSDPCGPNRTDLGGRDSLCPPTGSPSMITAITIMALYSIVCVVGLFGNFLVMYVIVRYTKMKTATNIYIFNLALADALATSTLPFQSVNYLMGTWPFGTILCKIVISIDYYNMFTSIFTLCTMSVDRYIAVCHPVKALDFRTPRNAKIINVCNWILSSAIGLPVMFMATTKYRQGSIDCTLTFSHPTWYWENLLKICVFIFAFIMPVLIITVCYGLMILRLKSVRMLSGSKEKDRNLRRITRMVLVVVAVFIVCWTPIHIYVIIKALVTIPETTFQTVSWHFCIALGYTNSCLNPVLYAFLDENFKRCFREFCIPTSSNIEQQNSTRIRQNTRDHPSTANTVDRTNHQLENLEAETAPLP
Target sequence (P41143 whole entry, looked up): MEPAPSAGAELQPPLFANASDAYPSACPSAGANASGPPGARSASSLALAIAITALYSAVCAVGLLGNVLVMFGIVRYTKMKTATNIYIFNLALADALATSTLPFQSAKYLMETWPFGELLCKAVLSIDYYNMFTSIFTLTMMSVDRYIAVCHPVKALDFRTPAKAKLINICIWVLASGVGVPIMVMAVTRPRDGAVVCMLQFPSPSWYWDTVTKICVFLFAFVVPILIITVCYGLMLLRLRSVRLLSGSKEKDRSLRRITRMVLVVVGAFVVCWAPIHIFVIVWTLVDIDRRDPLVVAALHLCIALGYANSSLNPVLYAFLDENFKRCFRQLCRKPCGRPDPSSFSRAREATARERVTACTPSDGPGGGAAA
HTR5A ag – activates human HTR5A in OPRM1-OPRD1 agonist counter-screen | 340,000 compounds, 0.61% hits | activation, % at 9.3 µM | HTR5A agonist assay, luminescence, cell-based; in the data active = activation mostly above about 9.5%, no sharp cut-off; inactive = mostly below about 7.6%;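 note: 0% = cells with vehicle only and 100% = reference agonist; strong numbers were not always called active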
OPRM1-OPRD1 ag – agonists of human mu-delta opioid receptor heterodimerization. P35372+P41143. cells, OPRM1-OPRD1 heterodimerization, luminescence. activation, % at 9.3 µM. 340,000 compounds, 0.3% hits. AID 504326; in the data active = activation above about 18%;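 note: 0% = vehicle-treated cells and 100% = reference agonist; values of inactives mirror those of a sister screen read the other way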
PKA-R1A act – activates the PKA-R1A holoenzyme complex. P00514+P68181. PKA-R1A dissociation, Cy5-IP20 fluorescence polarization; scaled: DMSO 0%, 113 µM cGMP 100%. activation, % at 11.4 µM. 340,000 compounds, 0.083% hits. AID 504707;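 active = percent activation above the mean of all tested compounds plus 3 SD, cut at about 19% in these data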;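 note: higher means more PKAc released from R1A so a rise in polarization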
AddAB inh – less growth of phage-infected E. coli with AddAB. AID 435030. 330,000 compounds, 0.29% hits. inhibition, % at 11.9 µM. E. coli expressing H. pylori AddAB, absorbance growth; in the data active = inhibition above about 12%;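 note: 0% = vehicle wells of infected cells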
SUMO Mot1 rescue – SUMOylation pathway inhibition by Mot1-301 growth rescue; growth rescue, % at 18.8 µM; AID 2716; 320,000 compounds, 1% hits; S. cerevisiae Mot1-301 growth rescue, ATP luminescence, 38.5C; percent above DMSO median, 100 means doubled;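 active = every valid replicate shows activation above 250% relative to neutral control wells; inactive = the rest, any valid replicate at or below 250%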;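 note: OY570 slx delta 5 strain wells were the positive control but not used for scaling; some compounds called inactive have numbers as strong as hits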
PfHsp90 yeast 2 – reduces growth (ATP signal) of yeast expressing P. falciparum Hsp90; S. cerevisiae expressing PfHsp90, BacTiter-Glo ATP, 48 h; yeast lacking PDR1 and PDR3 efflux regulators; inhibition, % at 9.4 µM; 310,000 compounds, 0.32% hits; AID 504621;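 active = every replicate shows inhibition above about 80%, whatever the replicate mean, limit read from the data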;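 note: 0% = DMSO neutral controls and 100% = 20 µM radicicol positive controls; yeast relying on Plasmodium falciparum Hsp90 in place of its own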
DSG3 Ab inh – blocks pemphigus antibody binding to human desmoglein-3; P32926; DSG3-coupled beads, scFv-anti-DSG3-GFP binding, flow cytometry; active compounds read low; binding (percent of control), % at 10 µM; 310,000 compounds, 0.48% hits;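 active = binding more than 3 SD below its plate's average and above zero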;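 note: hits lower antibody fragment binding to DSG3; some compounds called inactive have numbers as strong as hits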
The depositor's hits bear a star; x = no result given. Not a hit list, and some 3.2% of all compounds hit somewhere here.

SMILES	HTR5A inv ag	Ecoli viability	phage Ecoli inh	OPRM1-OPRD1 inv	HTR5A ag	OPRM1-OPRD1 ag	PKA-R1A act	AddAB inh	SUMO Mot1 rescue	PfHsp90 yeast 2	DSG3 Ab inh
Nc1nc(CSc2nnnn2-c2ccc(Cl)cc2)nc(N2CCOCC2)n1	13	-0.5	1.2	15	0	-2.5	-5	1.9	376*	1	101
COc1cc(N/N=C(\C)c2ccc(N)cc2)nc(-c2ccccc2)n1	-12	-0.5	0.0	-4	-7	0.7	-1	2.9	-14	35	102
CCOc1cc2[nH]c(=S)n(CCN3CCC(C)CC3)c(=O)c2cc1OCC	3	-1.5	0.5	-13	1	2.6	-5	1.0	0	12	106
CC(=O)N1CCOc2ccc(S(=O)(=O)N3CCCC(C)C3)cc21 (stereo not given)	-17	2.3	2.6	-3	-2	0.6	-4	3.5	-10	1	x
COc1ccc(-n2c(N)cc(=O)nc2SCC(=O)N2CCN(c3ccccc3)CC2)cc1	-11	0.5	1.2	3	4	-0.8	2	-1.5	-2	25	106
Cc1ccc(-c2csc(N/N=C/c3ccco3)n2)cc1	-13	-2.2	3.3	-6	4	1.0	-8	-2.5	-12	-12	104
CCCCOc1cccc(C2/C(=C(\O)c3ccc4c(c3)OCCO4)C(=O)C(=O)N2CCN2CCOCC2)c1 (stereo not given)	-1	1.6	0.6	7	-4	-1.3	2	1.9	174	-1	104
COC(=O)CCCC1=CC2=C(c3ccccc3)C(=O)C(C)(OC(=O)C3CCCC3)C(=O)C2=CN1CC(C)C (stereo not given)	-2	0.2	4.0	-15	2	2.8	0	5.5	-3	x	110
CCNC(=S)N1CCC(Cc2ccccc2)CC1	5	0.8	0.4	16	0	-2.3	-1	2.4	3	2	100
CCCN(CC(=O)Nc1ccccc1C)C(=O)c1ccc(COc2ccccc2)cc1	5	-0.7	-0.1	1	-2	-0.2	-4	1.3	1	16	118
O=C(Nc1ccccc1)N(Cc1ccc(Cl)cc1)CC(O)C(F)(F)F (stereo not given)	16	0.6	4.5	-16	0	3.5	-8	4.8	-3	12	95
CCOc1ccc(NC(=O)CSc2nnc(-c3ccccn3)n2C)cc1	-15	-1.3	1.7	12	2	-2.4	0	2.3	9	x	102
COC(=O)c1ccc(N/N=C/c2cc([N+](=O)[O-])cc(OC)c2O)cc1	17	1.9	6.0	29	-6	-5.5	-6	1.1	36	-27	99
COc1ccc(CC(=O)NNS(=O)(=O)c2ccc(F)cc2)cc1OC	-14	1.9	1.7	0	6	-0.1	-8	2.7	8	-7	107
C/C(=N\NC(=O)CNc1ccc(F)cc1)c1cc2ccccc2o1	-24	-2.3	5.5	-8	9	1.6	5	1.4	-6	-38	104
Cc1ccc(OCC(=O)N2CCCCCCC2)cc1C	3	-1.7	1.6	7	-1	-1.4	5	-4.3	-16	-16	88
CC1(C)NC(=O)N(CC(O)COc2cc3ccccc3cc2C(=O)N2CCCCC2)C1=O (stereo not given)	-11	-0.2	1.7	8	4	-1.6	-5	-1.4	0	-7	107
CCOc1ccc(NS(=O)(=O)c2ccc(C(=O)NCCN3CCOCC3)cc2)cc1	9	-1.5	-0.1	-10	1	1.6	2	-2.6	-12	15	103
COc1ccc(Cc2nnc(NC(=O)c3ccco3)s2)cc1	-28	0.9	2.3	8	1	-1.4	-6	4.8	-1	x	101
CCN(C(=O)CSc1nnc(-c2ccc(OC)cc2)n1N)c1c(N)n(Cc2ccccc2)c(=O)[nH]c1=O	7	x	1.9	-1	-4	0.2	-8	x	x	x	97
O=C(CN1C(=O)C2CC=CCC2C1=O)N1CCN(c2ccc([N+](=O)[O-])cc2)CC1 (stereo not given)	-12	-0.9	3.1	5	1	-0.9	2	2.2	7	-22	101
COc1ccc(S(=O)(=O)NCc2cccnc2)cc1NC(=O)c1ccccc1	-1	1.5	0.2	13	0	-2.0	4	1.7	85	-2	x
CC1=C(C(=O)OC(C)(C)C)C(c2ccc3ccccc3c2)NC(=O)N1C (stereo not given)	-2	-4.3	-0.3	-16	0	3.5	-2	-2.3	-4	1	94
COc1cccc(Cn2cnc3c(NS(=O)(=O)c4ccc(Cl)cc4Cl)c(C)c(C)cc32)c1	-36	1.1	-0.9	-77	13	13	-4	0.5	-6	4	x
CCN(Cc1ccccc1)C(=O)c1cccc(OC2CCN(C(=O)C3CC3)CC2)c1	6	-0.2	-1.3	2	3	-0.3	8	5.2	-3	-7	x

Complete entries as entered above:
CCN(Cc1ccccc1)C(=O)c1cccc(OC2CCN(C(=O)C3CC3)CC2)c1 in the list: HTR5A inv ag = 6; Ecoli viability = -0.2; phage Ecoli inh = -1.3; OPRM1-OPRD1 inv = 2; HTR5A ag = 3; OPRM1-OPRD1 ag = -0.3; PKA-R1A act = 8; AddAB inh = 5.2; SUMO Mot1 rescue = -3; PfHsp90 yeast 2 = -7; DSG3 Ab inh = x
CCOc1ccc(NC(=O)CSc2nnc(-c3ccccn3)n2C)cc1 in the list: HTR5A inv ag = -15; Ecoli viability = -1.3; phage Ecoli inh = 1.7; OPRM1-OPRD1 inv = 12; HTR5A ag = 2; OPRM1-OPRD1 ag = -2.4; PKA-R1A act = 0; AddAB inh = 2.3; SUMO Mot1 rescue = 9; PfHsp90 yeast 2 = x; DSG3 Ab inh = 102
CC1(C)NC(=O)N(CC(O)COc2cc3ccccc3cc2C(=O)N2CCCCC2)C1=O (stereo not given) in the list: HTR5A inv ag = -11; Ecoli viability = -0.2; phage Ecoli inh = 1.7; OPRM1-OPRD1 inv = 8; HTR5A ag = 4; OPRM1-OPRD1 ag = -1.6; PKA-R1A act = -5; AddAB inh = -1.4; SUMO Mot1 rescue = 0; PfHsp90 yeast 2 = -7; DSG3 Ab inh = 107

The listing picks up, repeating the 3 entries before the break.
SMILES	HTR5A inv ag	Ecoli viability	phage Ecoli inh	OPRM1-OPRD1 inv	HTR5A ag	OPRM1-OPRD1 ag	PKA-R1A act	AddAB inh	SUMO Mot1 rescue	PfHsp90 yeast 2	DSG3 Ab inh
CC1=C(C(=O)OC(C)(C)C)C(c2ccc3ccccc3c2)NC(=O)N1C (stereo not given)	-2	-4.3	-0.3	-16	0	3.5	-2	-2.3	-4	1	94
COc1cccc(Cn2cnc3c(NS(=O)(=O)c4ccc(Cl)cc4Cl)c(C)c(C)cc32)c1	-36	1.1	-0.9	-77	13	13	-4	0.5	-6	4	x
CCN(Cc1ccccc1)C(=O)c1cccc(OC2CCN(C(=O)C3CC3)CC2)c1	6	-0.2	-1.3	2	3	-0.3	8	5.2	-3	-7	x
CCOC(=O)c1ccccc1NC(=O)CSc1nnc(COc2ccccc2C)n1C	-5	0.5	0.8	0	2	0.1	2	0.5	-12	x	94
Cc1ccc(C)c(OCC(=O)Nc2ccc3c(c2)OCO3)c1	-5	-0.7	x	-5	10	0.8	-3	-0.4	5	5	123
CN(c1ccccc1C(=O)Nc1ccccc1-c1ccccc1)S(C)(=O)=O	-26	x	0.6	0	9	-0.1	11	x	20	-14	113
COc1ccc(N2CCN(C(c3cccs3)C(C)NS(=O)(=O)c3ccccc3)CC2)cc1 (stereo not given)	-14	0.8	0.9	-10	-4	1.9	-14	0.9	-9	-12	94
COc1cccc(CN(C)C(=O)c2ccc(OCC(=O)Nc3cccc(C(F)(F)F)c3)c(OC)c2)c1	-4	-0.3	-1.9	-12	1	2.2	-14	0.0	-2	18	112
N#Cc1nc(COc2ccc(F)cc2)oc1N1CCCCC1	-1	-0.6	0.5	0	0	0.0	10	0.8	5	12	105
O=C1Nc2cc(Cl)c(Cl)cc2N(O)N1c1cc(Cl)cc(Cl)c1	6	2.0	2.1	-3	1	0.5	-4	-1.0	501	12	115
O=C(COc1ccc(-n2cnnn2)cc1)NC(=O)NCc1ccccc1	1	-0.4	1.9	-11	0	1.9	8	1.1	0	-7	91
O=c1c(C=Nc2ccc(Cl)cc2)c[nH]n1-c1cccc(Cl)n1	-7	-0.6	2.9	6	6	-1.2	-14	0.2	-4	-24	102
O=C(OCC(=O)N1CCCC1)c1c2c(nc3ccccc13)CCCCC2	4	3.5	2.4	11	-1	-2.0	-4	1.5	579	-11	96
CC(c1nnc(SCC(=O)c2c(N)n(C3CC3)c(=O)[nH]c2=O)n1-c1ccc(F)cc1)N(C)C (stereo not given)	9	1.1	-0.1	-5	-2	0.9	5	1.8	-15	0	102
S=c1[nH]nc(Nc2ccc(Cl)cc2)s1	-11	3.4	3.1	2	1	-0.5	2	2.4	-8	-13	106
O=C(CN(C(=O)CCC(=O)Nc1ccccn1)c1cccc(F)c1)NCc1ccc2c(c1)OCO2	11	-0.4	1.1	10	3	-1.4	-5	1.1	2	-4	104
Cc1sc2ncnc(OCC(=O)N3CCN(C(=O)c4ccco4)CC3)c2c1C	-8	1.3	1.3	8	0	-1.6	1	-0.8	x	6	x
COCc1cc(=O)n2[nH]c(-c3ccc(C)cc3)cc2n1	-3	3.7	2.9	3	-2	-0.5	6	0.7	-23	-4	80
COc1ccc(/C=C/c2nc(N)nc(-c3ccccc3O)n2)cc1	18	-0.3	2.6	0	-7	0.0	-6	0.9	-5	0	97
O=C(Cn1cc(C(F)(F)F)ccc1=O)N/N=C/c1cccc(Cl)c1	17	1.8	2.9	11	1	-2.2	1	1.3	180	9	85
COc1ccccc1N1CCN(C(=O)CCS(=O)(=O)c2ccc3c(c2)NC(=O)C(C)S3)CC1 (stereo not given)	-14	-3.3	-0.6	9	6	-1.6	-15	0.7	79	3	101
CCn1c(=O)c2c(nc3n2CCCN3Cc2ccccc2)n(C)c1=O	6	-1.2	-0.8	9	-2	-1.8	-14	-0.7	0	11	92
COc1cc(NC(=O)CSc2nc(=O)n(CCN3CCOCC3)c3c2CCC3)cc(OC)c1	-11	-0.5	0.5	8	4	-1.2	-3	0.7	-2	23	100
CCn1nnc(NC(=O)c2ccc(-c3ccccc3[N+](=O)[O-])o2)n1	-8	1.7	3.1	-15	4	3.1	4	3.6	-5	5	97
O=C(CSc1cccc2cccc(Cl)c12)NCc1cccs1	-7	-3.3	2.1	-1	3	0.1	-4	-2.2	61	4	98
O=C1NN(c2cccc(Br)c2)C(=O)/C1=C\c1ccccc1	-6	-2.8	-1.3	-4	2	0.9	3	1.6	31	-11	97
Cc1cccc(NS(=O)(=O)c2cccc(C(=O)NCC(c3ccco3)N(C)C)c2)c1 (stereo not given)	3	-0.5	2.2	-9	-1	1.7	-4	-1.7	-3	21	122
CCN(CC(=O)NCc1ccc(Cl)cc1)C(=O)COc1cccc(C(F)(F)F)c1	16	-1.4	3.3	-17	-6	2.5	-8	2.7	-19	9	111
O=C(Nc1ccc(Cl)cc1)c1cnc(-c2ccccc2)nc1-c1ccccc1	-19	1.0	2.0	-3	-3	0.6	-1	1.0	-2	5	89
COc1ccccc1-c1nc(C#N)c(N2CCCCCC2)o1	-21	-1.2	2.3	15	0	-2.9	-3	5.4	-2	-9	98
Cc1cc(C(=O)NCc2ccco2)c2ccccc2n1	-8	-1.5	-1.1	15	3	-3.2	-8	1.8	-4	-6	x
O=C(Cc1nn[nH]n1)c1ccccc1O	12	-1.9	3.5	13	2	-2.5	0	3.7	-1	-10	x
